KB-3-1 cytotox – qHTS assay for MDR1-selective chemotherapeutics: Primary screen using the parental adenocarcinoma cell KB-3-1. Potency, µM (top dose mostly 46.1 µM), for inactives: top-dose activity change, negative = cytotoxic, usual class: cytotoxic. 400,000 compounds, 1.4% hits. AID 1347075, 2019. KB-3-1 viability, CellTiter-Glo ATP luminescence, 72 h; further: on the % scale 0 is the no-effect control and ±100 the full control effect; nearly all actives have a fitted effect of over 60% in size
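Cells are dispensed, compounds pinned in, plates held at 37 °C for 72 h, then CellTiter-Glo is added and luminescence read after 10 minutes. Cell line: parental KB-3-1 in phenol-red-free DMEM, 10% FBS.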
KB-V1 MDR tox – qHTS assay for MDR1-selective chemotherapeutics: Primary screen using the drug-selected MDR subline cells KB-V1; KB-V1 MDR cells viability, CellTiter-Glo, 72 h; Potency, µM (highest dose often 46.1 µM), inactives show top-dose activity change, negative = cytotoxicity, hits mostly cytotoxic; 400,000 compounds, 3.4% hits; further: on the % scale 0 is the no-effect control and ±100 the full control effect; nearly all actives have a fitted effect of over 60% in size
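Compound-treated KB-V1 multidrug-resistant cells, 72 h, 37 degrees C; viability by CellTiter-Glo. Fitted qHTS curves give the values.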
GLP-1R agonist – qHTS of GLP-1 Receptor Agonists | HEK293 GLP-1R CRE-luciferase, luminescence, 4-6 h; cells express a hypersensitive GLP-1R form | 380,000 compounds, 0.007% hits | Potency, µM (titrated, usually from 45.6 µM), without a hit: top-dose activation, hits mostly activators | Glucagon-like peptide 1 receptor (Homo sapiens), P43220; further: % of control where 0% means no effect
Target sequence (P43220 whole entry, looked up): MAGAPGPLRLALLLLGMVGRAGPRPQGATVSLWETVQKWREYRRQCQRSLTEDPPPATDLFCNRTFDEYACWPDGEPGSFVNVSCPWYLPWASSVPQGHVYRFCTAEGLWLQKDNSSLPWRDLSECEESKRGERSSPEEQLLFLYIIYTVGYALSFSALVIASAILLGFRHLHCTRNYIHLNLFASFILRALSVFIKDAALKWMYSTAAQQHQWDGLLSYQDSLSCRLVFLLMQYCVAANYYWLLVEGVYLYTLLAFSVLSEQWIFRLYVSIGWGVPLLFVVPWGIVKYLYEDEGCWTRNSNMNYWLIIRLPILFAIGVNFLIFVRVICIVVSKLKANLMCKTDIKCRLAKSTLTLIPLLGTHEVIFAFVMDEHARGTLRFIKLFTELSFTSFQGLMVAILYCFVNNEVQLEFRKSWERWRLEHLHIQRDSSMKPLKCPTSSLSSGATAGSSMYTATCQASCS
HT1080-NT tox – qHTS for induction of synthetic lethality in tumor cells producing 2HG: qHTS for the HT-1080-NT fibrosarcoma cell line | 360,000 compounds, 1.6% hits | Potency, µM (titrated, usually from 46.1 µM), without a hit: at the highest dose activity, negative = less viability, usual class: cytotoxic | HT-1080-NT fibrosarcoma viability, CellTiter-Glo ATP luminescence, 48 h | AID 686970, 2013;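 further: NT is the 2HG producing partner of a matched IDH1 knockdown line; 0% = DMSO-treated cells and -100% = media-only wells without cells; nearly all actives have a fitted effect of over 55% in size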
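Read-out is CellTiter-Glo luminescence after 10 minutes at room temperature, following 48 hours' compound treatment of HT-1080-NT cells (750 cells/well, RPMI, 5% FBS, 37 degrees C).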
GLP1R cytotox – qHTS of GLP-1 Receptor Inverse Agonists: Cytotox Screen | HEK293 cAMP-luciferase reporter cells, luminescence, 24 h | Potency, µM (series often up to 38.3 µM), inactives show top-dose activity change, negative = inhibition, usual class: inhibitors | AID 624418, 2012 | 410,000 compounds, 0.13% hits;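 further: loss of luciferase light is scored as toxicity; on the % scale 0 is the no-effect control and ±100 the full control effect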
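Luminescence readout: signal drop marks cytotoxicity. Plated cells grew 12 h at 37 °C, 5% CO2, received 23 nL compound for 24 h, then got luciferase reagent, read after 12 min at RT.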
GLP-1R inv ag – qHTS of GLP-1 Receptor Inverse Agonists (Inhibition Mode); Glucagon-like peptide 1 receptor (Homo sapiens), P43220; HEK293 GLP-1R CRE-luciferase, luminescence, 24 h; GLP-1R form is constitutively active; Potency, µM (doses to about 38.3 µM), for the others: at the highest dose activity change, negative = inhibition, most hits filed as inhibitors; 410,000 compounds, 1.6% hits; AID 624417, 2012; further: on the % scale 0 is the no-effect control and ±100 the full control effect; nearly all actives have a fitted effect of over 55% in size
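HEK293 cells stably co-expressing a cAMP-responsive luciferase reporter and constitutively active GLP-1R were seeded, incubated 12 h, then exposed to compounds for 24 h at 37 C. Luminescence was read 12 min after detection reagent; inverse agonists lower signal.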
HT1080 IDH1KD tx – qHTS for induction of synthetic lethality in tumor cells producing 2HG: qHTS for the HT-1080-IDH1KD cell line; HT-1080 IDH1 knockdown viability, ATP luminescence, 48 h; Potency, µM (highest dose often 46.1 µM), inactives show top-dose activity, negative = toxicity, hits mostly cytotoxic; 360,000 compounds, 2% hits; AID 686971, 2013;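 further: 0% = DMSO wells and -100% = cell-free medium wells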
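Knockdown cells (IDH1KD HT-1080) received compounds 2 h after plating at 750 cells/well and were kept 48 h at 37 °C in 5% FBS RPMI. A CellTiter-Glo luminescence read gave % activity for curve fitting.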
TDP-43 yeast inh – qHTS of TDP-43 Inhibitors | AID 652104, 2013 | TDP-43 expressing yeast growth rescue, BacTiter-Glo, 24 h | 410,000 compounds, 1.8% hits | Potency, µM (titrated, usually from 46.1 µM), without a hit: at the top dose growth rescue (activation), hits mostly activators; further: % of control where 0% means no effect; nearly all actives have a fitted effect of over 50% in size
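Yeast cells expressing TDP-43 under galactose induction are exposed to compounds for 24 hr at 30 deg C. BacTiter-Glo luminescence measures growth, so protective compounds score as activators.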
SW480 rerep – A quantitative high throughput screen for small molecules that induce DNA re-replication in SW480 colon adenocarcinoma cells; SW480 DNA re-replication, Hoechst DNA content imaging, 48 h; Potency, µM (series often up to 46.1 µM), for the others: at the highest dose re-replication activation, usual class: activators; 340,000 compounds, 1.8% hits; further: % of control where 0% means no effect; nearly all actives have a fitted effect of over 55% in size
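Per well, 250 cells were exposed to pinned compound for 48 hr. Nuclear DNA was visualised with Hoechst (40 min, 37 C) and total object intensity recorded by fluorescence scanning.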
Starred values were filed as active, the others as inactive; ? = inconclusive; / = not tested or not shown; & = joins results of further samples; [ ] = dose if it differs, or a comment. The call rests on the fitted dose curve; in most records, active means well fitted curve in the direction sought with a large enough effect; inconclusive means small, poorly fitted or top-dose-only effect, or another doubt; inactive means no such curve, though single readings can be large; an effect the other way counts as inactive or inconclusive. Potency means the concentration at half of the fitted maximal effect.

Start of the listing, in advance:
#1 COc1cccc(CN2C(=O)Nc3ccccc3C(=O)N2C(C)(C)C)c1
#2 Cc1ccn2c(=O)nc(SCC(=O)c3ccc(Cl)cc3)nc2c1
#3 O=C(NCCn1cc(SCc2ccccc2)c2ccccc21)c1c(F)cccc1F

screen / no.,1,2,3
KB-3-1 cytotox,5%,-1%,-4%
KB-V1 MDR tox,-1%,17%,-3%
GLP-1R agonist,9%,-2%,12%
HT1080-NT tox,14%,-8%,-18%
GLP1R cytotox,-1%,-4%,3%
GLP-1R inv ag,?,35%[activator],10µM*
HT1080 IDH1KD tx,9%,-3%,?
TDP-43 yeast inh,0%,6%,7%
SW480 rerep,3%,2%,-3%

This part in full (from the top)
#1 COc1cccc(CN2C(=O)Nc3ccccc3C(=O)N2C(C)(C)C)c1
#2 Cc1ccn2c(=O)nc(SCC(=O)c3ccc(Cl)cc3)nc2c1
#3 O=C(NCCn1cc(SCc2ccccc2)c2ccccc21)c1c(F)cccc1F
#4 O=C(CNS(=O)(=O)c1c(Cl)cccc1Cl)OCC(=O)N1CCN(c2ccccc2)CC1
#5 CC(C)N(C)Cc1nnnn1CC(=O)NCCc1cccc(C(F)(F)F)c1
#6 O=C(NCc1ccco1)c1nn2c(C(F)(F)F)cc(-c3cccs3)nc2c1Br

screen / no.,1,2,3,4,5,6
KB-3-1 cytotox,5%,-1%,-4%,19%,10%,-14%
KB-V1 MDR tox,-1%,17%,-3%,16%,-23%,?
GLP-1R agonist,9%,-2%,12%,5%,-6%,16%
HT1080-NT tox,14%,-8%,-18%,3%,8%,-3%
GLP1R cytotox,-1%,-4%,3%,19%,5%,33%[activator]
GLP-1R inv ag,?,35%[activator],10µM*,2%,4%,-6%
HT1080 IDH1KD tx,9%,-3%,?,13%,-6%,-4%
TDP-43 yeast inh,0%,6%,7%,11%,-16%,?
SW480 rerep,3%,2%,-3%,1%,-3%,15%

#7 CC(=O)Nc1ccc(S(=O)(=O)NCCOc2ccc(Cl)cc2C)cc1
#8 COC(=O)c1cc2ccsc2n1Cc1cc(=O)n2ccccc2n1
#9 CCOc1ccccc1NC(=O)C1CCN(c2ccc(S(=O)(=O)N3CCCC3)cc2)CC1
#10 CCN(CC(=O)Nc1ccccc1OC)CC(=O)Nc1ccccc1-c1ccccc1
#11 c1ccc(Cn2nnnc2C(c2ccccn2)N2CCOCC2)cc1 (centres undefined)
#12 C/C(=N\NC(=S)NC1CCCCC1)c1ccc(C#N)cc1

screen / no.,7,8,9,10,11,12
KB-3-1 cytotox,8.2µM*,3%,-15%,21µM*,9%,1%
KB-V1 MDR tox,-56%,?,-8%,8.2µM*,-22%,14%
GLP-1R agonist,14%,21%,-4%,3%,1%,6%
HT1080-NT tox,-26%,-7%,-2%,15µM*,11%,4%
GLP1R cytotox,-18%,-14%,16%,?,4%,-13%
GLP-1R inv ag,?,8%,1%,?,2%,27%
HT1080 IDH1KD tx,-15%,-7%,-11%,7.3µM*,11%,7%
TDP-43 yeast inh,0%,17%,-20%,6%,-18%,24%
SW480 rerep,5%,0%,14%,?,-1%,-3%

#13 CC1=C(Sc2ccccn2)C(=O)NC(C)(C)C1
#14 CCCOc1cccc(C(=O)O)c1
#15 CCc1ccc(NCc2cc3ccc(OC)cc3n(CC(=O)Nc3c(C)cc(C)cc3C)c2=O)cc1
#16 CCOc1cc(-c2nnc(SCC(=O)NCCCOC)nc2-c2ccc(OC)c(OCC)c2)ccc1OC
#17 Cc1ccccc1C(=O)N1CC(=O)Nc2ccc(F)cc2C1c1ccccc1 (centres undefined)
#18 Cc1ccc(C(=O)Nc2ncccc2C)cc1S(=O)(=O)N1CCCCC1

screen / no.,13,14,15,16,17,18
KB-3-1 cytotox,-13%,12%,0%,1%,6%,3%
KB-V1 MDR tox,0%,25%,-5%,18%,0%,8%
GLP-1R agonist,1%,-5%,9%,/,13%,8%
HT1080-NT tox,-8%,10%,/,/,11%,7%
GLP1R cytotox,2%,-2%,-2%,0%,-4%,0%
GLP-1R inv ag,19%,4%,12%,8%,-21%,16%
HT1080 IDH1KD tx,1%,10%,/,/,4%,2%
TDP-43 yeast inh,-23%,23%,15%,20%,-5%,-7%
SW480 rerep,1%,0%,/,/,3%,-1%

#19 COc1ccc(CNC(=O)CSc2n[nH]c(C)c2[N+](=O)[O-])cc1
#20 COc1cccc(CC(NC(C)=O)C(=O)NC2CCN(C(=O)C3CC3)CC2)c1OC (centres undefined)
#21 CCn1cc(C(=O)NCc2cccnc2)c(=O)c2cc(F)c(N3CCN(C(=O)c4ccco4)CC3)cc21
#22 CCc1cn([C@H]2C[C@H](O)[C@@H](CO)O2)c(=O)[nH]c1=O
#23 CCOC(=O)CSc1nc2c(c(=O)n(C)c(=O)n2C)n1Cc1ccccc1F
#24 COc1cc(C(C)=O)ccc1OCC(=O)N1CCc2ccccc2C1

screen / no.,19,20,21,22,23,24
KB-3-1 cytotox,12%,-1%,?,-1%,-4%,8%
KB-V1 MDR tox,1%,4%,-26%,?,-13%,-11%
GLP-1R agonist,-1%,-2%,3%,-3%,17%,7%
HT1080-NT tox,9%,8%,-1%,11%,9%,20%
GLP1R cytotox,?,3%,-14%,8%,4%,5%
GLP-1R inv ag,8%,3%,8%,4%,10%,11%
HT1080 IDH1KD tx,6%,7%,-13%,11%,5%,14%
TDP-43 yeast inh,-3%,3%,16%,21%,?,5%
SW480 rerep,-13%,-46%[inhibitor],-2%,-4%&12%,-4%,-11%

#25 COc1cc(CNc2ccc(S(N)(=O)=O)cc2)ccc1OCC(=O)NC1CCCCC1
#26 C(=Cc1nc2ccccc2o1)c1ccc2c(c1)OCO2
#27 O=c1cc(C(F)(F)F)[nH]c(=O)n1C1CCCCC1
#28 COc1ccc(OC)c(C2C(C(C)=O)=C(O)C(=O)N2CCc2ccc(OC)c(OC)c2)c1 (centres undefined)
#29 Cc1csc(NC(C)c2nc3cc(C(F)(F)F)ccc3n2CCCO)n1 (centres undefined)
#30 CC1CCN(C(=O)CN(c2ccc3c(c2)OCO3)S(C)(=O)=O)CC1

screen / no.,25,26,27,28,29,30
KB-3-1 cytotox,-23%,?,-15%,3%,2%,2%
KB-V1 MDR tox,6%,-30%,-27%,9%,40%,0%
GLP-1R agonist,1%,5%,-12%,-3%,2%,1%
HT1080-NT tox,5%,-25%,-2%,1%,0%,7%
GLP1R cytotox,9%,4%,3%,0%,5%,-7%
GLP-1R inv ag,35%[activator],?,2%,13%,-19%,0%
HT1080 IDH1KD tx,3%,?,-3%,-11%,-8%,5%
TDP-43 yeast inh,-8%,26%,-5%,2%,-3%,-10%
SW480 rerep,-16%,/,-7%,-4%,2%,0%

#31 CCCn1cc2c(c1-c1ccc(C)cc1)c(=O)n(C)c(=O)n2C
#32 NC(=O)CC(NC(=O)c1ccccc1)c1ccc(NCc2ccccn2)c([N+](=O)[O-])c1 (centres undefined)
#33 Cc1ccc2nc(N3CCN(C)CC3)c(C#N)cc2c1
#34 CC(C)c1cc(=O)oc2c3c4c(cc12)CCCN4CCC3
#35 CCC(=O)Nc1ccc(S(=O)(=O)N2CCc3ccccc3C2)cc1
#36 O=C1NC(CCc2ccccc2)C(=O)N1Cc1cccc2ccccc12 (centres undefined)

screen / no.,31,32,33,34,35,36
KB-3-1 cytotox,3%,-3%,4%,-5%,-3%,-6%
KB-V1 MDR tox,5%,-18%,-18%,7%,-3%,-8%
GLP-1R agonist,31%,6%,25%,?,2%,17%
HT1080-NT tox,-2%,1%,0%,-5%,-5%,-5%
GLP1R cytotox,-3%,-5%,-3%,/,7%,4%
GLP-1R inv ag,14%,17%,?,68%[activator],?,?
HT1080 IDH1KD tx,-6%,3%,1%,4%,-4%,-2%
TDP-43 yeast inh,-13%[0.397 µM],-6%,-6%,?,?,16%
SW480 rerep,-10%,-49%[inhibitor][9.22 µM],1%,?,-1%,1%

#37 COc1cc(NC(=S)N2c3ccccc3CC2C)cc(OC)c1 (centres undefined)
#38 COc1ccc(-c2cc(C(F)(F)F)nc(SCC(=O)Nc3ccc(C(C)=O)cc3)n2)cc1
#39 CCOCCn1c(CN2CCN(c3ccccc3)CC2)nc2c1c(=O)n(C)c(=O)n2C
#40 Cc1cc(C)c(NC(=O)COC(=O)/C=C/c2cccs2)c(C)c1
#41 CCOc1cc(C(=O)Nn2cnnc2)cc(OCC)c1OCC
#42 O=C(COC(=O)c1ccc(F)c(S(=O)(=O)N2CCOCC2)c1)Nc1ccc(Cl)cn1
#43 Cc1ccc2c(c1)C(=O)N1c3cc(C)c(C)cc3NC(=O)C1C(=O)N2 (centres undefined)
#44 O=C(c1ccc(CN2CCOCC2)cc1)N1CCN(c2ccccc2)CC1

screen / no.,37,38,39,40,41,42,43,44
KB-3-1 cytotox,/,7%,-3%,2%,26%,22%,0%,5%
KB-V1 MDR tox,/,?,-3%,9%,6%,15%,2%,-2%
GLP-1R agonist,-1%,0%,18%,-1%,1%,-4%,-2%,6%
HT1080-NT tox,1%,/,-7%,11%,26%,-6%,?,16%
GLP1R cytotox,-1%,-9%,-8%,26%,-14%,-1%,-2%,9%
GLP-1R inv ag,-27%,-12%,-6%,6%,15%,-12%,10%,8%
HT1080 IDH1KD tx,-1%,/,-4%,8%,21%,2%,3%,-2%
TDP-43 yeast inh,?,4%,-5%,-6%,-3%,-2%,22%,-14%
SW480 rerep,-1%,/,-8%,-2%,-4%,/,/,-1%
